# Compound activity: PubChem, several laboratories
# IMP-1 inh: IMP-1 metallo-beta-lactamase inhibitors, primary screen, biochemical, epi-absorbance readout, Pseudomonas aeruginosa enzyme; inhibition, % at 5.6 µM; metallo-beta-lactamase IMP-1 (Pseudomonas aeruginosa); purified IMP-1, nitrocefin hydrolysis, epi-absorbance fluorescence; hit rate 0.45% among 290,000;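 active = inhibition above the mean plus 3 SD of all compounds in the same screening run, cut at about 4.5% in these data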;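 also: 0% = IMP-1 with DMSO and 100% = DMSO wells lacking enzyme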
#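 System: Purified IMP-1 | Read-out basis: Percent enzyme inhibition | Controls: IMP-1 with DMSO as 0%, enzyme-free DMSO as 100% | Replicates: One well per compound | Doses: 5.6 µM nominal single concentration | Detection: Epi-absorbance fluorescence, 480 nm excitation, 530 nm emission | Incubation: 25 °C, 15 min preincubation, 25 min reaction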
# HCV NS3 hel inh: inhibitors of HCV NS3 helicase, primary screen, biochemical, Cy5 molecular beacon fluorescence; Hepatitis C virus NS3 helicase; NS3 helicase DNA unwinding; inhibition, % at 10.9 µM; hit rate 0.56% among 290,000; AID 1800, 2009;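 active = inhibition above the mean of all tested compounds plus 3 SD, set per campaign, cut at about 35% in these data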;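 also: 0% = DMSO wells and 100% = thioflavine S control wells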
#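 Test system: hepatitis C virus NS3 helicase domain fragment enzyme. Also added: annealed dual-labelled DNA beacon duplex, ATP-started. Timing: 60 min unwinding reaction at 25 °C after ATP addition. Technique: Cy5 fluorescence. Measure: % inhibition of unwinding.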
# CRFBP-R2 block: antagonists of CRF-BP/CRF-R2 complex, primary screen, cell-based, HEK293, calcium dye fluorescence, uHTS. CRF-induced calcium fluorescence. inhibition, % at 11.8 µM. hit rate 0.59% among 350,000. AID 588475, 2011;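 active = inhibition of the ligand-induced calcium signal above about 50% at the single tested concentration, limit read from the data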
# p-CIP stab down: p/CIP-EGFP fusion destabilizers, primary screen, fluorescence, F442A cells; Q05BA5; 16 h; decrease of EGFP signal, % at 10 µM; hit rate 0.01% among 290,000;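 active = EGFP signal decrease of at least 30% at 10 µM or well 3 SD below plate mean, unless failing retest; inactive = the rest, including hits failing retest or dose response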; also: some compounds called inactive have numbers as strong as hits; many of its hits are not listed in these tables
# IDE cell inh: human IDE inhibitors in live cells, primary screen, fluorescence polarization, HEK cells, FAbetaB substrate. hit rate 0.41% among 320,000. FAbetaB cleavage. inhibition, % at 5.59 µM. Insulin-degrading enzyme (Homo sapiens), P14735;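 active = percent inhibition above the average of all tested compounds plus 3 SD, set per screening campaign, cut at about 16% in these data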;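 also: IDE supplied by intact live HEK cells; FP after avidin binding of uncleaved biotin substrate so inhibition keeps polarization high; 0% = DMSO wells and 100% = 60 µM reference IDE inhibitor Ii1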
# VIM-2 inh: VIM-2 metallo-beta-lactamase inhibitors, primary screen, biochemical, epi-absorbance readout, Pseudomonas aeruginosa enzyme | purified VIM-2, nitrocefin hydrolysis, epi-absorbance fluorescence | inhibition, % at 5.6 µM | hit rate 0.89% among 290,000 | AID 1527, 2009;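 active = inhibition above the mean of all tested compounds plus 3 SD, cutoff set per screening run, cut at about 7.5% in these data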;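 also: red hydrolysis product quenches plate fluorescence so inhibitors raise well fluorescence; 0% = enzyme with DMSO and 100% = DMSO without enzyme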
# GalR3 antag: GalR3 antagonists in HEK293 cells, primary screen, cell-based, fluorescence readout. Galanin receptor type 3 (Homo sapiens), O60755. HEK293 GalR3-CNG cAMP membrane potential fluorescence; galR3 body fused to GalR1 C-terminus. hit rate 0.44% among 360,000. inhibition, % at 3 µM;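 active = inhibition above the screen-wide average plus 3 SD, cut at about 13% in these data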;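 also: forskolin and galanin both at EC90 stimulate the cells; cAMP rise reported by CNG channel membrane potential dye signal; 0% = forskolin plus galanin with DMSO and 100% = forskolin alone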
# Target sequence (O60755 1-299 limits assumed): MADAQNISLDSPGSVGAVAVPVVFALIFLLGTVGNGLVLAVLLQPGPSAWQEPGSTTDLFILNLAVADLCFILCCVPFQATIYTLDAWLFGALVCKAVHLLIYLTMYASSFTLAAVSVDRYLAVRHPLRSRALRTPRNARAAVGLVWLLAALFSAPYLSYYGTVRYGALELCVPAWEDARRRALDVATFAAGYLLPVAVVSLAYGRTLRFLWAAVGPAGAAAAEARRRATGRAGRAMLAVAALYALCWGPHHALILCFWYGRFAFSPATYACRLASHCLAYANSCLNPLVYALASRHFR
# UBC9 SUMO inh: inhibitors of in vitro SUMOylation cascade, primary screen, biochemical, HTRF, uHTS | HTRF SUMOylation assay, SAE1/SAE2 + UBC9 | inhibition, % at 35 µM | hit rate 0.36% among 290,000; in the data active = inhibition above about 50%, passing the limit was not always enough; also: strong numbers were not always called active
# Target sequence (P63279 whole entry, looked up): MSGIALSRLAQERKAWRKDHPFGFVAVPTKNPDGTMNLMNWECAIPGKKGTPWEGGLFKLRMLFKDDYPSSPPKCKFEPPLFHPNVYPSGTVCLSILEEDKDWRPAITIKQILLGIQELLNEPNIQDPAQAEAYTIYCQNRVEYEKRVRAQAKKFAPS
# IDE cell activ: human IDE activators in live cells, primary screen, fluorescence polarization, HEK cells, FAbeta-B substrate | activation, % at 5.96 µM | hit rate 0.073% among 340,000 | FAbeta-B cleavage; 0% vehicle, 100% cell-free pure enzyme wells | Insulin-degrading enzyme (Homo sapiens), P14735;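 active = activation above the mean of all tested compounds plus 3 SD, set per screening campaign, cut at about 17% in these data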
# The depositor's hits bear a star; . = not tested or not shown. Outcome played no part in choosing rows; about 3.2% have a hit in one of these screens.
# Start of the listing, in advance:
SMILES,IMP-1 inh,HCV NS3 hel inh,CRFBP-R2 block,p-CIP stab down,IDE cell inh,VIM-2 inh,GalR3 antag,UBC9 SUMO inh,IDE cell activ
CCN1CCC(CNCc2cn(-c3ccc(OC)cc3)nc2-c2ccccc2Cl)C1 (stereo not given),-0.1,-78,-31,6,5,1.8,-5,17,1
COc1ccc(OC)c(CNC(=O)C2CCC(=O)N(CCCN3CCCC3=O)C2)c1 (stereo not given),-1.2,-5,-1,0,.,-2.6,-2,4,-2
CC(=O)Nc1sc(C)c(C)c1CN1CCN(Cc2ccccc2)CC1,-3.1,7,-9,-5,4,-2.7,-3,3,8
O=C(CCC(=O)c1ccc(Oc2ccccc2)cc1)Nc1ccc(C(=O)O)cc1,-1.1,26,-5,1,1,-2.8,-10,12,7
CC(C)CCSc1nnc(Cn2c(=O)sc3ccccc32)n1C,-2.7,4,7,-5,0,-2.1,1,-2,4
O=C(c1cc(-c2ccccc2)nc2ccccc12)N1CCN(C2CCS(=O)(=O)C2)CC1 (stereo not given),.,.,3,.,-3,.,-5,.,-1
CCN(CC(=O)Nc1ccccc1C(F)(F)F)C(=O)/C=C/c1ccc(Cl)c([N+](=O)[O-])c1,.,.,-9,.,-1,.,-2,.,5
Cn1c(C(=O)N2CCN(C3CCCCC3)CC2)cc2c(=O)n(C)c3ccccc3c21,-2.4,-2,.,-12,.,2.7,.,3,.
O=C(O)CS(=O)(=O)c1ccc(C(F)(F)F)cn1,0.3,-4,-11,10,0,0.8,7,11,1
COc1ccc(CCN2C(=O)c3ccncc3C2=O)cc1OC,-0.8,-4,-13,-8,-1,-0.7,1,-7,1

# The whole of this part (from the top)
SMILES,IMP-1 inh,HCV NS3 hel inh,CRFBP-R2 block,p-CIP stab down,IDE cell inh,VIM-2 inh,GalR3 antag,UBC9 SUMO inh,IDE cell activ
CCN1CCC(CNCc2cn(-c3ccc(OC)cc3)nc2-c2ccccc2Cl)C1 (stereo not given),-0.1,-78,-31,6,5,1.8,-5,17,1
COc1ccc(OC)c(CNC(=O)C2CCC(=O)N(CCCN3CCCC3=O)C2)c1 (stereo not given),-1.2,-5,-1,0,.,-2.6,-2,4,-2
CC(=O)Nc1sc(C)c(C)c1CN1CCN(Cc2ccccc2)CC1,-3.1,7,-9,-5,4,-2.7,-3,3,8
O=C(CCC(=O)c1ccc(Oc2ccccc2)cc1)Nc1ccc(C(=O)O)cc1,-1.1,26,-5,1,1,-2.8,-10,12,7
CC(C)CCSc1nnc(Cn2c(=O)sc3ccccc32)n1C,-2.7,4,7,-5,0,-2.1,1,-2,4
O=C(c1cc(-c2ccccc2)nc2ccccc12)N1CCN(C2CCS(=O)(=O)C2)CC1 (stereo not given),.,.,3,.,-3,.,-5,.,-1
CCN(CC(=O)Nc1ccccc1C(F)(F)F)C(=O)/C=C/c1ccc(Cl)c([N+](=O)[O-])c1,.,.,-9,.,-1,.,-2,.,5
Cn1c(C(=O)N2CCN(C3CCCCC3)CC2)cc2c(=O)n(C)c3ccccc3c21,-2.4,-2,.,-12,.,2.7,.,3,.
O=C(O)CS(=O)(=O)c1ccc(C(F)(F)F)cn1,0.3,-4,-11,10,0,0.8,7,11,1
COc1ccc(CCN2C(=O)c3ccncc3C2=O)cc1OC,-0.8,-4,-13,-8,-1,-0.7,1,-7,1
CC(NC(=O)C1CCN(S(=O)(=O)c2ccccc2)CC1)c1ccccc1 (stereo not given),-2.4,3,-5,5,-5,1.0,4,-6,4
COc1ccc(Nc2ccc(C(=O)O)cc2[N+](=O)[O-])cc1,-5.1,-9,6,0,1,-1.6,0,-6,-6
O=C(CNC(=O)c1ccc(Cl)c([N+](=O)[O-])c1)OC1CCCCC1=O (stereo not given),.,.,19,.,8,.,0,.,3
COc1ccc(C(=O)N(C)C2CCCN(Cc3ccccc3F)C2)cc1OC (stereo not given),0.5,5,8,4,0,0.7,-3,-1,-2
CC(C)c1ccc(NC(=O)C(c2ccc3c(c2)OCO3)N2CCN(C(=O)c3ccco3)CC2)cc1 (stereo not given),-0.1,-5,23,-4,0,-0.9,-1,-16,-1
COc1ccc(N2Nc3n[nH]c(N)c3N2)cc1,-6.5,0,19,4,4,-2.4,-2,-21,1
NCCCC[C@H]1NC(=O)[C@H](CCC(=O)O)NC(=O)c2cc([N+](=O)[O-])cc(I)c2OCC[C@@H](C(N)=O)NC1=O,-1.2,12,7,0,2,-1.3,.,16,.
O=c1cc(-c2ccncc2)oc2c1ccc1ccccc12,-3.9,5,-5,12,4,17*,-8,26,-1
CCOC(=O)O[C@]1(C(=O)COC(=O)CC)CC[C@H]2[C@@H]3CCC4=CC(=O)C=C[C@]4(C)[C@H]3[C@@H](O)C[C@@]21C,.,.,-23,.,9,.,-3,.,2
COC(=O)c1cc(C(=O)c2cc(Cl)ccc2O)coc1=N,-2.4,3,3,-10,8,-1.2,-6,-7,-5
CC1(C)Cc2c(C#N)c(NCCc3ccccc3)nc(-c3ccco3)c2CO1,-2.0,40*,-3,3,1,-1.5,-5,26,7
Cc1cc(C)c(C#N)c(SCc2ccc(C#N)cc2)n1,-1.1,-3,5,1,6,-0.8,-3,-5,-6
COc1ccccc1OCCNC(=O)c1cc([N+](=O)[O-])cc([N+](=O)[O-])c1,-1.5,5,-2,-4,1,-2.8,-4,14,-1
Cc1nc2sc3c(c2c(=O)[nH]1)CCC3,-2.4,10,-3,-23,-3,-2.7,-4,-5,2
Cc1cccc(N2C(=O)CC(N3CCN(c4ccccc4)CC3)C2=O)c1 (stereo not given),-3.8,-4,15,-5,5,-1.1,-1,14,-5
Cc1ccccc1NC(=O)Oc1cccc(OC(=O)c2ccccc2)c1,-2.2,-1,17,11,6,-2.1,0,-8,1
Cn1c2ccccc2c2ncn(CCCN3CCOCC3)c(=O)c21,-3.2,2,5,1,1,3.3,-1,-3,-3
CCSC1=NC(=O)/C(=C2/C=Cc3ccccc3N2CC)S1,-6.8,6,-9,-10,0,-3.9,0,16,1
COc1ccc(N2CCN(C(CNC(C)=O)c3ccc4c(c3)OCO4)CC2)cc1 (stereo not given),-2.2,-2,-7,-6,-1,-0.6,3,-5,5
O=C(NCc1ccc(Cl)cc1Cl)C1CC(=O)N(Cc2ccccc2)C1 (stereo not given),-2.4,15,-4,19,2,-1.9,-3,-21,2
O=C(c1cccc(Br)c1)N1CCN(S(=O)(=O)N2CCCCC2)CC1,0.2,8,-28,-13,0,-2.5,-8,-3,6
O=C(CCCCn1c(=O)[nH]c2ccccc2c1=O)N1CCN(c2cccc(C(F)(F)F)c2)CC1,0.3,-9,-31,-9,6,1.2,-5,18,-2
Cc1ccc(C)c(NC(=O)CCC(=O)NNC(=O)COc2cc(C)ccc2C)c1,-4.3,-8,0,1,3,-3.6,-2,-2,0
Cc1ccc(NC(=O)c2ccc(Oc3ncccn3)cc2)cc1,-0.5,-7,8,-1,1,-1.4,2,4,4
CCN(CC(=O)Nc1c(F)cccc1F)C(=O)CSCc1c(C)noc1C,.,.,5,.,2,.,-6,.,5
CCOC(=O)N1CCc2c(sc(NC(=O)CCS(=O)(=O)c3ccccc3)c2C(N)=O)C1,0.0,11,15,-8,8,-0.5,-1,9,-1
O=C(c1ccccc1)N1CCN(Cc2ccc3c(c2)OCO3)CC1,-2.2,-3,-25,-5,1,-0.8,-10,13,1
CCc1ccc(CNC(=O)C(=O)NCC2CCCO2)cc1 (stereo not given),-1.4,-5,-16,-4,7,-1.9,-6,4,-3
COc1ccc(-c2nnc(NC(=O)c3cccs3)s2)c(OC)c1,0.0,29,-3,-4,5,-1.0,-1,21,0
Cn1c(SCC(=O)Nc2ccc3c(c2)OCCO3)nnc1-c1ccccn1,-1.9,12,-2,-4,11,-3.7,-4,-5,2
CCCOc1ccccc1C1CC(=O)NC2=C1C(=O)CCC2 (stereo not given),-2.7,3,-8,-1,-2,-3.2,-1,18,8
COc1ccc(S(=O)(=O)N2CCN(C(=O)c3ccc([N+](=O)[O-])o3)CC2)cc1,-0.9,7,8,-12,-1,-2.2,3,-1,1
COc1ccc(OC)c(C(=O)c2nc3c(n2O)CCCCC3)c1,-1.3,3,13,0,-8,-3.2,-5,13,1
Cc1cc(Br)c(NC(=O)CCNC(=O)OCc2ccccc2)cc1C,-0.1,-8,9,-9,-7,-1.4,-10,14,2
COC(=O)c1cccc(CN2C(=O)SC(Nc3ccc(C)cc3)C2=O)c1 (stereo not given),-0.4,1,-8,-5,-2,0.9,-2,3,-6
Cc1c(C(=O)NCc2ccccn2)sc2nc(-c3ccccc3)cn12,-2.0,-4,11,1,8,-0.5,.,10,-6
COC(=O)CSc1nnc(NC(=O)CCc2ccccc2)s1,-2.0,0,-21,-10,-1,-2.4,-12,.,11
CCOc1ccc(-n2cnnn2)cc1S(=O)(=O)Nc1c(C)cccc1C,-2.6,-4,-15,-6,-5,-3.3,-3,10,1
CCCCOC(=O)c1cccnc1,0.4,1,-8,9,4,-0.7,0,-2,-1
CC1CCCCC1NC(=O)c1ccc(CSc2nc3ccncc3[nH]2)cc1 (stereo not given),-2.6,-9,-3,-18,5,-2.4,1,6,2
O=C(NCCCN1CCCC1)Nc1cccc2ccccc12,-1.4,-3,-1,0,1,-0.9,-4,13,0
COc1ccc(C2=NN(C(=O)CCCC(=O)O)C(c3cn(-c4ccccc4)nc3-c3ccccc3)C2)cc1 (stereo not given),-3.0,46*,20,-11,2,-3.9,6,.,3
O=C(O)c1cc(NC(=O)c2ccco2)cc(NC(=O)c2ccco2)c1,-4.7,17,1,-6,7,-4.4,-3,8,-4
OCCN1CCN(C2CCC(c3ccc(F)cc3)c3ccc(F)cc32)CC1 (stereo not given),.,.,-11,.,3,.,-5,.,5
Cc1cc(S(=O)(=O)N2CC(=O)N(CCc3ccccc3)C(=O)C2)ccc1F,-3.2,-2,-10,5,2,-2.4,0,-7,6
